# Screening data deposited in PubChem BioAssay by several laboratories.
# Hsp70 activator: Hsp70 transcriptional activators, primary screen, cell-based, HeLa, Hsp70 promoter luciferase, luminescence, 10 µM. HeLa Hsp70 promoter luciferase reporter; scaled: vehicle 0, proteasome-inhibitor control 100%. activation, % at 10 µM. actives 0.04% (n = 200,000);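 active means activation above the mean across all tested compounds plus 3 SD, cutoff set per campaign, cut at about 5.5% in these data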;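 further: 100% = MG132 at 30 µM as the positive control and 0% = DMSO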
# PMI act hi M6P: human PMI activators, high substrate, primary screen, biochemical, fluorescence intensity, near-saturating mannose 6-phosphate; coupled PMI enzyme assay, resazurin fluorescence, 20 min; stronger effect = higher value; 1 = untreated enzyme, 0 = substrate-free blank; activation factor at 20 µM; actives 0.34% (n = 190,000);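 active means activation factor of 2 or more at 20 µM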
# Target sequence (P34949 whole entry, looked up): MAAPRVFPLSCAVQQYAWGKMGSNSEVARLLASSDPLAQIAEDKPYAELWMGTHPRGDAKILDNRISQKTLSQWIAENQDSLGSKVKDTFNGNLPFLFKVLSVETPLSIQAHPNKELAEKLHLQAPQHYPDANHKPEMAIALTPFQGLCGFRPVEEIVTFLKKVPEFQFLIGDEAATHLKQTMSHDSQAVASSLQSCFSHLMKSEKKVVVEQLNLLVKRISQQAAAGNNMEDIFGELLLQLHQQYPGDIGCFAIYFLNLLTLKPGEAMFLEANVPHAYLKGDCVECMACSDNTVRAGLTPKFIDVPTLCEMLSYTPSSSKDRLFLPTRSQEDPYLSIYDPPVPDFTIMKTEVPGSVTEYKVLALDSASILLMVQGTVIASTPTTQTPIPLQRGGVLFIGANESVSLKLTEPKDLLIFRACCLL
#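 Technique: Diaphorase-driven resazurin-to-resorufin fluorescence, excitation 544, emission 590 nm | Assay system: Human PMI in coupled enzyme assay | Times: Enzyme reaction with compound 20 min at room temperature | Medium: HEPES-buffered pH 7.4 with magnesium and detergent | Reagent: Mannose-6-phosphate 1.0 mM (near-saturating) plus 0.22 mM NADP+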
# L major viab: Leishmania major promastigote growth inhibition, primary screen. inhibition, % at 10 µM. actives 9% (n = 200,000). AID 1063, 2008. Leishmania major promastigotes, resazurin fluorescence viability;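 further: promastigotes grown with compound for 44 hours at 28 °C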
# Diaphorase inh: diaphorase inhibitors and chemical oxidizers, primary screen, counter-screen for diaphorase-coupled primary assays, biochemical, uHTS, resorufin fluorescence; actives 0.69% (n = 190,000); diaphorase resazurin-to-resorufin fluorescence, NADH, 16 min; bacterial (C. kluyveri) enzyme, not human; inhibition, % at 20 µM; AID 1217, 2008;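 active means primary screen inhibition at 20 µM above a set limit, cut at about 50% in these data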;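 further: plate controls were DMSO with full reaction for no effect and wells lacking NADH for full effect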
#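 Assay system – diaphorase enzyme from Clostridium kluyveri · Amount – diaphorase 0.14 U/mL (working solution) · Times – reaction incubation of 16 min at room temperature · Controls – No-NADH positive control and DMSO neutral control · Signal – resorufin fluorescence 544/590 nm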
# PMI act: activators of human PMI, primary screen, biochemical, fluorescence intensity, near-Km mannose 6-phosphate; Mannose-6-phosphate isomerase (Homo sapiens), P34949; purified human PMI, coupled resazurin fluorescence, 20 min; stronger effect = higher value; 1 = vehicle control, 0 substrate-free wells; activation factor at 20 µM; actives 0.005% (n = 190,000);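 active means activation factor of 2 or more at 20 µM, relative to plate controls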
# G6PDH CS: L. mesenteroides G6PDH inhibitors, counter-screen for G6PDH-coupled screening assays, biochemical, Leuconostoc mesenteroides enzyme; AID 1020, 2008; Purified L. mesenteroides G6PDH, diaphorase/resazurin coupled fluorescence, 45 min; actives 0.12% (n = 200,000); inhibition, % at 5 µM
# RAM inhibit: inhibitors of the yeast RAM network, primary screen, dse1pr::URA3 reporter, 5-FOA selection; inhibition, % at 50 µM; S. cerevisiae dse1pr::URA3 reporter, 5-FOA growth OD615, 2 d; analog-sensitive cbk1-as2 kinase mutant strain; actives 1.8% (n = 190,000); AID 868, 2007;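 active means inhibition above a set limit, 3 SD over mean compound inhibition, cut at about 8.4% in these data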;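 further: 0% = DMSO-only wells with no growth and 100% = 10 µM 1-NA-PP1 full growth; inhibition rescues growth on 5-FOA so higher OD means more RAM inhibition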
# Redox H2O2 prof: compounds producing H2O2 with reducing agent – biochemical, NIH compound library profiling, artefact control for MLSCN library redox annotation, primary screen. DTT-dependent redox cycling H2O2, phenol red/HRP absorbance; 100% = 100 µM peroxide control, 0% = buffer. activation, % at 10 µM. actives 0.03% (n = 200,000);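 active means activation of at least 50% relative to the plate's high and low controls in the primary single-dose screen; inactive means activation below 50%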;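 further: compound incubated with DTT at 0.8 mM final as the reducing agent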
# TLR4 MyD88 comp: inhibitors of TLR4-MyD88 association in cells, primary screen, cell-based, HeLa CL3-4, BLA complementation, FRET ratio; actives 0.18% (n = 200,000); inhibition, % at 8.4 µM; Toll-like receptor 4 (Homo sapiens) + Myeloid differentiation primary response protein …; AID 861, 2007; HeLa CL3-4 TLR4/MyD88 BLA complementation; in the data active means inhibition above about 25%;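 further: 0% = vehicle and 100% = reference inhibitor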
# S1P3 antagonist: S1P3 receptor antagonists, primary screen, cell-based. CHO S1P3 NFAT-BLA reporter, FRET fluorescence, antagonist mode. inhibition, % at 4.98 µM. Sphingosine 1-phosphate receptor 3 (Homo sapiens), Q99500. actives 0.27% (n = 170,000). AID 485, 2006;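 active means inhibition above the plate cutoff, the mean inhibition of test wells on that plate plus 3 SD, cut at about 28% in these data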;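 further: cells challenged with S1P at its EC80 of 0.8 µM; blue over green emission ratio from cleaved BLA substrate after 4 h stimulation; 0% = S1P-stimulated wells and 100% = unstimulated DMSO-only wells; some compounds past the cut are filed as inactive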
# Target sequence (Q99500 whole entry, looked up): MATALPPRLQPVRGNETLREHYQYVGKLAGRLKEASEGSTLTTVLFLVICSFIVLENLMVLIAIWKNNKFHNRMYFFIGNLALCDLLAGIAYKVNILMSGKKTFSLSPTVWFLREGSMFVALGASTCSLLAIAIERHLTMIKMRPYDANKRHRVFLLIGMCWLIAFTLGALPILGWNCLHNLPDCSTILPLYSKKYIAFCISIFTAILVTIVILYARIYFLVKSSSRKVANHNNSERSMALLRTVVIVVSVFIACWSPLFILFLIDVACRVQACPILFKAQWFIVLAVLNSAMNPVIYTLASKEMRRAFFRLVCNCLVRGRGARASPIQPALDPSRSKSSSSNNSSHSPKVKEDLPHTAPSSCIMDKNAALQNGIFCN
# Diaph act CS: compounds boosting diaphorase resazurin reduction – biochemical, uHTS, resorufin fluorescence, counter-screen for diaphorase-coupled primary assays, primary screen | actives 0.005% (n = 190,000) | Diaphorase/resazurin coupled assay, 16 min; stronger effect = higher value; 1 = vehicle wells, 0 = NADH-free wells | activation factor at 20 µM;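 active means diaphorase activity raised at least twofold by the compound at 20 µM; inactive means activation factor below 2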
#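 Material: purified diaphorase enzyme from Clostridium kluyveri / Medium: HEPES pH 7.4 buffer with MgCl2 and Tween 20 / Schedule: enzyme reaction of 16 min at room temperature / Measured by: resorufin fluorescence, excitation 544 nm, emission 590 nm / Evaluation: rise in resorufin formation, marking diaphorase activation or chemical reduction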
# * marks the source's active call; other numbers are inactive results; . = not tested or not shown. Unless noted, no stated cut-off is given here; in the data, active means inhibition above about 50%; inactive means the rest.
SMILES,Hsp70 activator,PMI act hi M6P,L major viab,Diaphorase inh,PMI act,G6PDH CS,RAM inhibit,Redox H2O2 prof,TLR4 MyD88 comp,S1P3 antagonist,Diaph act CS
CC[C@@H](C)C(NC(=O)OC(C)(C)C)c1cn([C@@H](CCCCNC(=O)OC(C)(C)C)C(=O)N2CCN(C(=O)OC(C)(C)C)CC2)nn1 (stereo partly specified),0.0,1,5.1,15.0,0.9,12.4,0.8,-0.5,-7.1,4.8,0.8
COc1ccc(CNC(=O)C2CCN(S(=O)(=O)N3CCC4(CC3)OCCO4)CC2)c(OC)c1,0.0,1,-2.3,10.2,1,12.2,0.5,-0.6,-3.3,3.9,0.9
O=C(c1ccccc1)N1CCN(Cc2ccccc2Br)CC1,-0.4,1,3.2,17.8,0.9,7.3,-0.5,-2.6,-6.5,18.4,0.8
Cc1[nH]n(-c2ccccc2)c(=O)c1-c1ccccc1,-0.1,0.9,-16.3,19.1,1,0.9,2.5,-2.5,3.0,9.0,0.8
CCOC(=O)c1c(NC(=O)CCl)sc(C(=O)N(CC)CC)c1C,-0.3,1.2,100.2*,5.9,1.1,0.8,0.1,0.0,15.3,.,0.9
Cc1ccc(N(CCC(=O)NC(C)(C)C)S(=O)(=O)c2ccc(C)cc2)cc1,-0.4,1,0.0,-0.6,1.2,0.6,0.9,-0.6,17.2,-2.6,1
CN1CCN(C(=O)/C=C/c2ccc3c(c2)OCO3)CC1,-0.4,1,-8.0,-0.7,1,5.8,2.0,-0.2,-0.7,-8.8,1
Cn1nnnc1Sc1ccc([N+](=O)[O-])cc1Cl,-0.1,1.1,13.3,-10.4,1.1,-0.8,-1.1,0.2,-19.9,-12.7,1.1
CC(NC(=O)Nc1nnc(C(F)(F)F)s1)N1C(=O)C2C3C=CC(C3)C2C1=O (stereo unspecified),-0.2,1.2,-0.5,11.6,1.2,10.3,0.9,2.0,-1.9,-2.9,0.9
CC1(C(=O)O)CCC(C(=O)N2CCCCC2)C1(C)C (stereo unspecified),-0.3,0.9,1.3,15.7,0.9,11.6,-0.2,-0.4,-1.5,12.0,0.8
COc1ccc(-c2noc(CN3CCN(c4ccccc4)CC3)n2)cc1,-0.2,1,-2.9,18.6,1,0.1,0.8,-1.3,-14.4,-7.1,0.8
COc1cc(/C=C/C(=O)OCC(=O)Nc2cccc(Oc3ccccc3)c2)ccc1O,-0.4,1,7.0,7.5,0.8,9.7,7.3,-0.5,-25.4,-0.6,0.9
COCCNC(=S)NNc1cccc(C(=O)O)c1,-0.2,1,-2.9,7.7,0.9,-4.0,1.6,-0.6,-21.2,5.5,0.9
O=C(Cc1ccccc1)Nc1cccc(C(=O)N/N=C/c2ccco2)c1,-0.1,1.1,-0.8,-6.2,1.1,-1.0,1.0,-0.5,13.3,-10.3,1.1
CCOC(=O)Nc1ccc(OCc2nnc3c4ccccc4c(C)nn23)cc1,-0.1,0.9,9.1,4.2,1,-9.5,1.6,-0.3,9.2,-4.2,1
Cc1sc2nc(C(C)Sc3nnc(C)n3-c3ccccc3)[nH]c(=O)c2c1C (stereo unspecified),.,1.1,.,9.6,1,0.8,.,.,.,6.4,0.9
Cc1ccc(-c2[nH]nc3c2C(C)C(C#N)=C(N)O3)cc1 (stereo unspecified),-0.3,1,-3.2,12.8,1,3.2,0.9,-0.3,-4.0,-5.4,0.9
C#CCSc1nnc(-c2cccc3ccccc23)o1,-0.2,.,5.5,.,.,.,.,-0.2,-9.6,-10.2,.
COc1ccc(Br)cc1C(=O)Nc1cccc(-c2nnc(-c3ccco3)o2)c1,-0.2,.,12.4,.,.,.,.,1.9,6.7,11.8,.
COc1cc2c(cc1OC)CN(C(=O)c1ccc(OC)c(S(=O)(=O)N3CCOCC3)c1)CC2,-0.2,0.9,-6.6,17.6,0.9,11.3,0.8,0.0,-2.5,-6.7,0.8

# The final two records of the part before come first, to join the parts.
SMILES,Hsp70 activator,PMI act hi M6P,L major viab,Diaphorase inh,PMI act,G6PDH CS,RAM inhibit,Redox H2O2 prof,TLR4 MyD88 comp,S1P3 antagonist,Diaph act CS
COc1ccc(Br)cc1C(=O)Nc1cccc(-c2nnc(-c3ccco3)o2)c1,-0.2,.,12.4,.,.,.,.,1.9,6.7,11.8,.
COc1cc2c(cc1OC)CN(C(=O)c1ccc(OC)c(S(=O)(=O)N3CCOCC3)c1)CC2,-0.2,0.9,-6.6,17.6,0.9,11.3,0.8,0.0,-2.5,-6.7,0.8
COc1ccc(NS(=O)(=O)c2cccc3cccnc23)cc1,0.2,1,-3.8,7.6,1,9.1,0.0,0.7,-6.3,.,0.9
CCOC(=O)C1(CCc2ccccc2)CCN(Cc2ccc(O)cc2)CC1,0.2,1,95.4*,13.4,1,6.2,1.2,1.2,12.3,-4.6,0.9
Cc1cccc2cc(C#N)c(SCC(=O)N3CC(=O)Nc4ccccc43)nc12,1.2,1.2,3.9,9.3,1.1,6.2,1.3,2.5,1.5,40.4,0.9
CN1C(=O)NC(c2ccccc2)(C(F)(F)F)S/C1=C(/C#N)c1nnc(N2CCOCC2)n1-c1ccccc1 (stereo unspecified),0.1,1,-5.0,8.1,1,0.7,0.6,-0.2,11.2,0.7,0.9
CCn1c(=O)c2c(O)cc(=O)oc2c2ccccc21,-0.1,0.9,-5.6,9.6,0.9,7.6,4.1,12.3,10.2,.,0.9
c1ccc(CCc2nc(-c3ccncc3)no2)cc1,0.0,0.9,-0.6,19.5,0.8,-4.4,1.1,0.9,1.8,-26.2,0.8
CCCC(=O)NC(=S)Nc1cccc(Cl)c1N1CCCC1,0.0,0.8,21.7,19.2,0.8,3.8,2.4,-2.1,-4.1,2.3,0.8
CC12CC(NC(=O)N1c1ccc(C(=O)N3CCN(c4ccc(F)cc4)CC3)cc1)c1ccccc1O2 (stereo unspecified),0.0,1,-3.2,17.1,1,5.2,-0.5,1.0,-1.2,-9.7,0.8
Cc1nc2nc3c(cn2n1)C(=O)CC(C)(C)C3,-0.3,1,-3.1,11.0,1,2.1,0.0,2.4,2.9,-18.6,0.9
COc1ccc(-c2nnc(N)s2)cc1,1.1,1,-7.8,13.9,1.1,3.2,2.8,1.2,13.1,-51.6,0.9
Cn1nnnc1SCC(=O)N1CCN(c2cccc(Cl)c2)CC1,-0.1,1,2.2,8.8,0.9,-8.6,1.3,0.0,3.9,.,0.9
COc1ccc(C2=Nc3ccc(C)cc3C(c3ccccc3)N2CC(=O)NN)cc1 (stereo unspecified),-0.4,1,-2.0,-0.5,1,6.3,0.0,-0.5,5.1,-7.6,1
C=C(C)Cn1c(CCNC(=O)CCC)nc2ccccc21,0.0,0.8,1.3,14.4,0.8,-0.5,2.0,-0.5,-5.0,.,0.9
COc1ccc(/C=N/N=C2\SC(CC(=O)O)C(=O)N2c2ccccc2)cc1 (stereo unspecified),-0.3,1,39.4,0.9,1,-0.8,3.8,0.1,-9.2,-8.8,1
Cc1ccc2c(c1)CCCN2C(=O)c1ccc2c(c1)OCO2,-0.1,0.9,35.9,11.9,0.9,-12.6,0.2,1.4,-0.8,31.7,0.9
CC(C)(C)OC(=O)C(Cc1ccc(OC(C)(C)C)cc1)NC(=O)CNC(=O)CNC(=O)OCc1ccccc1 (stereo unspecified),-0.3,0.9,32.4,15.5,0.9,-0.7,0.1,-0.3,-15.1,7.1,0.8
COc1ccc(CN2CCN(C(=O)CN3C(=O)C4C5C=CC(C5)C4C3=O)CC2)c(OC)c1OC (stereo unspecified),-0.4,0.9,-5.4,10.4,1.1,8.1,0.1,0.6,-11.0,4.2,0.9
CC(NC(N)=O)C(=O)OCc1ccc(Cl)cc1Cl (stereo unspecified),-0.3,1.1,-1.9,-3.8,1,10.7,1.9,-0.1,-2.7,.,1
O=C1CCCc2c1cnc1ncnn21,-0.2,1,-4.5,-16.6,1,6.4,0.5,-0.2,7.2,-23.2,1.2
NC(=O)c1ccc(N2CCN(c3ccccc3F)CC2)c([N+](=O)[O-])c1,0.5,1,3.7,9.6,1,1.4,7.9,-0.6,-7.4,4.3,0.9
COc1ccc(NC(=O)CSc2nncc3ccccc23)cc1,0.0,1,-3.2,7.9,1,-5.5,2.4,-0.6,6.0,-5.7,0.9
CC(C)COc1ccc(C(=O)NC(CC(C)C)C(=O)O)cc1 (stereo unspecified),0.1,0.9,-8.5,25.6,0.9,2.6,-0.7,0.4,2.5,.,0.7

# Full records as entered above:
# Entry for COc1ccc(C2=Nc3ccc(C)cc3C(c3ccccc3)N2CC(=O)NN)cc1 (stereo unspecified) : Hsp70 activator: -0.4; PMI act hi M6P: 1; L major viab: -2.0; Diaphorase inh: -0.5; PMI act: 1; G6PDH CS: 6.3; RAM inhibit: 0.0; Redox H2O2 prof: -0.5; TLR4 MyD88 comp: 5.1; S1P3 antagonist: -7.6; Diaph act CS: 1
# Entry for C=C(C)Cn1c(CCNC(=O)CCC)nc2ccccc21 : Hsp70 activator: 0.0; PMI act hi M6P: 0.8; L major viab: 1.3; Diaphorase inh: 14.4; PMI act: 0.8; G6PDH CS: -0.5; RAM inhibit: 2.0; Redox H2O2 prof: -0.5; TLR4 MyD88 comp: -5.0; S1P3 antagonist: .; Diaph act CS: 0.9
